Screening data from PubChem.
mHtt clearance = compounds clearing mutant huntingtin protein | HeLa Exon1htt(103Q)mCFP, aggregate imaging; zero = plate's median compound well | inhibition, % at 1.5 µM | 47,000 compounds, 0.42% hits;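 active means inhibition of aggregate fluorescence above about 70%, also judged a hit by eye on the cell image, limit read from the data, passing the limit was not always enough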;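 further: cells exposed to compound for three days before fixation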
mHtt clearance grain fraction = also measured in mHtt clearance; calls as there; fraction fluorescence in grains; measured here: aggregate grain fluorescence fraction; hits give low values;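 scaled fraction of total cell fluorescence in grains with unit not stated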
An asterisk follows results filed as active; i = inactive. These rows are one share of the data; rates above refer to the full screens.

Fields: mHtt clearance	mHtt clearance grain fraction
- O=C(Cc1c[nH]c2ccccc12)N1CCc2ccccc21
  -36	23
- CN1C2C=C3C(C#N)=C(N)C(C#N)(C#N)[C@@H](c4ccsc4)[C@@H]3C1CC2 (stereo partly drawn)
  38	12
- CC(=O)[C@@H]1[C@@H]2C(=O)N(C3CCCCC3)C(=O)[C@@H]2C2c3ccccc3C=CN21 (stereo partly drawn)
  4	36
- O=C(O)c1ccc(COc2ccccc2Cl)cc1
  14	29
- CNc1oc(-c2ccco2)nc1C#N
  35	23
- CCSC1=NC(C)(C)C=C(/C=C/c2ccc(Cl)cc2Cl)N1
  1	20
- CCOc1cc(CNc2ccc3cn[nH]c3c2)ccc1OC
  4	20
- CCNC(=O)CN(C1CCCCC1)S(=O)(=O)c1ccc(F)cc1
  -63	73
- O=C1CC(c2cc3c(cc2Br)OCO3)C2=C(CCCC2=O)N1 (stereo not drawn)
  -36	27
- CC1(C)C(=O)OC(C(=O)c2ccccc2)C(C)(C)C1=O (stereo not drawn)
  3	18
- CC(Oc1cccc2c1OC(C)(C)C2)C(=O)O (stereo not drawn)
  -11	20
- C=C(C)Cn1c(SCC#N)nc2ccccc2c1=O
  -56	30
- NC(=O)CSc1nnc(C2CC2)n1-c1ccccc1
  -22	48
- CCOC(=O)C1Cc2c([nH]c3ccccc23)CN1 (stereo not drawn)
  2	20
- Cc1nc2sc(C(c3ccc(Cl)cc3)N3CCOCC3)c(O)n2n1 (stereo not drawn)
  45	19
- O=c1c(-c2nc3ccccc3o2)c2oc3ccccc3n2c2ccccc12
  30	12
- COCC(C)n1c(C)cc(C(=O)COC(=O)c2c(C)nn(-c3ccccc3)c2C)c1C (stereo not drawn)
  -18	44
- O=C(CSc1ccccn1)c1ccc2c(c1)OCO2
  -8	37
- COC(=O)c1[nH]c2ccc(C)cc2c1NS(=O)(=O)c1ccc(F)c(C)c1
  0	36
- CCOC(=O)n1c(=O)oc2cc(S(=O)(=O)N3CCOCC3)ccc21
  62	12
- CCOC(=O)N1CCN(S(=O)(=O)c2ccc(C)c(C)c2C)CC1
  0	19
- CN1C(=O)NC(c2ccccc2)C2=C1CN(CCc1ccccc1)C2=O (stereo not drawn)
  34	26
- O=C(O)CC(NC(=O)COc1ccc(Cl)cc1Cl)C(=O)O (stereo not drawn)
  45	10
- CC(=O)Nc1ccccc1-c1nc2ccccc2nc1OCC(=O)c1ccc2ccccc2c1
  17	28
- Cn1c(NCc2cc(Br)ccc2O)nc2ccccc21
  21	27
- Cc1csc(NC(=O)Cc2nn(C)c(=O)c3ccccc23)n1
  -32	31
- CCOC(=O)c1c(C)n(C)c2ccc(O)c(CN3CCC(C)CC3)c12
  28	27
- O=C(c1cc(-c2ccccc2Cl)on1)N1CCN(C(=O)c2ccco2)CC1
  10	39
- COc1ccc(CN(Cc2cc3cc4c(cc3[nH]c2=O)OCO4)C(=O)NC2CCCCC2)cc1
  -50	66
- Cc1ccc2c(c1)NC(C(C)(C)C)CO2 (stereo not drawn)
  22	29
- O=c1cc(CN2CCOCC2)c2c(ccc3ccccc32)o1
  -7	39
- O=C1C(Cl)=C(NCC2CCCO2)C(=O)N1C1CCCCC1 (stereo not drawn)
  -21	25
- CSc1nc(C)cc(SC(C(C)=O)C(=O)Nc2ccccc2)n1 (stereo not drawn)
  14	37
- NC(=O)C1(N2CCCCC2)CCN(CC(=O)Nc2ccccc2-c2ccccc2)CC1
  -37	28
- CC(C)OC(=O)c1cccc(C(=O)Oc2ccccc2)n1
  6	34
- Cc1cccc(OCC(=O)N2CCC(N3CCCCCC3)CC2)c1
  4	34
- O=C(CSc1ncc(-c2ccc(F)cc2)[nH]1)N1CCCCC1
  -25	47
- O=C1C=C(NCc2ccc(Cl)c(Cl)c2)C2(CCCCC2)O1
  5	40
- Nn1c(SCC(=O)Nc2ccc(F)cc2)nnc1-c1ccccn1
  -14	46
- C=C(C)C1Cc2nc(N)nc(C)c2C1 (stereo not drawn)
  -10	40
- COCCNC(=O)c1cc(Br)ccc1Cl
  32	13
- Cc1cccc(NC(=O)COC(=O)CNC(=O)C2CCCCC2)c1
  -34	30
- CCOC(=O)c1cc2sccc2n1CC(=O)OC(C)C
  6	31
- O=C(NC(=S)Nc1ccccc1N1CCCCC1)c1ccc(-c2cccc([N+](=O)[O-])c2)o1
  -22	29
- O=C(CSCC(=O)NC1CC1)Nc1ccc2ccccc2c1
  -30	26
- CCCCCC(=O)NC(=S)NNC(=O)CC
  -26	41
- CN(C)S(=O)(=O)N1CCN(CC(=O)Nc2cc(Cl)ccc2Cl)CC1
  -20	20
- CCOC(=O)c1cnn(-c2nc(SC)nc3sc4c(c23)CCC4)c1N
  -10	21
- CN(c1ncc(C(F)(F)F)cc1Cl)n1cc(C(=O)O)c2ccccc2c1=O
  14	20
- O=C(O/N=C1\CCCc2ccccc21)c1ccc(F)cc1
  -45	56

Next section
Fields: mHtt clearance	mHtt clearance grain fraction
- O=C(CSc1nc2[nH]ncc2c(=O)n1-c1ccccc1Br)NCc1ccco1
  2	18
- C/C(=N\NC(=O)Cc1ccc(Cl)cc1)c1ccccn1
  -5	40
- Nc1c(N2CCCC2)cc(Cl)c2nonc12
  -20	24
- CC(c1ccccc1)C1CC(=O)N(c2ccc(C(=O)O)cc2)C1=O (stereo not drawn)
  0	18
- Cc1nnc(NC(=O)Cc2cccs2)s1
  7	34
- COc1cc2c(cc1OC)C(C(=O)NCc1cccnc1)C(c1cccnc1)N(C)C2=O (stereo not drawn)
  -36	50
- CN(CC(=O)N1CCN(c2ccccc2F)CC1)S(=O)(=O)c1cnc[nH]1
  45	11
- COc1ccc(OC)c(Nc2ncnc3c2cnn3-c2ccccc2)c1
  36	13
- COc1ccc(S(=O)(=O)Nc2cc(C)ccc2OC)cc1C
  -76	32
- COc1ccc(C(=O)N[C@H](C(=O)Nc2ccc(OC)nc2)C(C)C)cc1
  24	29

Exported with values ahead of the structure: part of the list above.
mHtt clearance | mHtt clearance grain fraction | mol
45 | 11 | CN(CC(=O)N1CCN(c2ccccc2F)CC1)S(=O)(=O)c1cnc[nH]1
7 | 34 | Cc1nnc(NC(=O)Cc2cccs2)s1

The list goes on:
Fields: mHtt clearance	mHtt clearance grain fraction
- COc1ccc(-c2nc(-c3cccc(C)c3)nc(Cl)c2C#N)cc1
  18	32
- CCCCC(=O)NC(=S)NNC(=O)CC
  -15	21
- COc1ccc(-c2nnc(SCCc3ccccc3)n2N)cc1
  -3	17
- COC(=O)c1sc(N)c(C(=O)OC)c1CSc1nnnn1C
  -19	24
- COCCN(C(=O)CNC(=O)c1ccco1)C(C(=O)NC1CCCCC1)c1cccc(OC)c1 (stereo not drawn)
  6	16
- CCc1cc2c(=O)n(-c3ccccc3)cnc2s1
  -12	20
- CCOC(=O)C1CCCN(C/C(O)=C(\C#N)c2nc(-c3ccc(Cl)cc3)cs2)C1 (stereo not drawn)
  -26	25
- CC(C)(C)n1nnnc1C(c1cccs1)N(Cc1cccnc1)CC1CCCO1 (stereo not drawn)
  41	24
- Cc1cc(NS(=O)(=O)c2ccc(NC(=O)CCCC(=O)O)cc2)nc(C)n1
  45	9.2
- CCOC(=O)CSc1cc(C)nc(N)n1
  12	15
- CC1CCCCN1C(=O)c1ccc(C(=O)N2CCCCC2C)cc1 (stereo not drawn)
  1	42
- CCCc1cc(C(=O)NCC(C)C)no1
  38	22
- COc1ccc(OC)c(S(=O)(=O)N2CCN(C34CC5CC(CC(C5)C3)C4)CC2)c1
  -27	47
- CCOC(=O)c1c(C)[nH]c(/C(C)=N/O)c1C
  4	33
- Cn1c(=O)[nH]c(=O)c2[nH]c(N(Cc3ccccc3)Cc3ccccc3)nc21
  18	30
- O=C1NCCCC2c3c(cc(Br)c(O)c3Br)OC12N1CCCCC1 (stereo not drawn)
  -2	21
- Cc1cccc(N2C(=O)CC(N(C(=O)c3ccco3)c3cccc(C)c3)C2=O)c1 (stereo not drawn)
  2	21
- CCOc1ccccc1N1CC(C(=O)Nc2ccc(C(=O)O)cc2)CC1=O (stereo not drawn)
  -16	23
- C=CCN1C(=O)C(O)(CC(=O)c2ccccc2)c2ccccc21 (stereo not drawn)
  -65	55
- COc1cc(C2Nc3ccc4ncccc4c3C3=C2C(=O)CC(C)(C)C3)cc(OC)c1O (stereo not drawn)
  -17	27
- COc1ccc(C(=O)Nc2cccc(C)c2)cc1S(=O)(=O)N1CCOCC1
  -6	21
- COc1ccc(CC(=O)Nc2ccc(-c3nnc(-c4ccc(C)cc4)o3)cc2)cc1
  -2	22
- c1ccc(Cn2nnnc2CN2CCCC2)cc1
  -21	56
- Cc1ccccc1NC(=O)C1CCCN(S(=O)(=O)c2cccc3cccnc23)C1 (stereo not drawn)
  7	31
- COc1ccccc1-n1c(-c2cccnc2)n[nH]c1=S
  26	34
- CCCCCn1c(NCc2ccco2)nc2ccccc21
  60	17
- CN(Cc1ccccc1)S(=O)(=O)c1ccc(OCC(=O)N2CCOCC2)cc1
  18	29
- CN1CCN(C2=Cc3ccc(Cl)cc3Sc3ccc(F)cc32)CC1
  -38	24
- CCCCCSc1nnc2c(n1)OC(c1cccn1C)N(C(C)=O)c1ccccc1-2 (stereo not drawn)
  16	34
- COc1ccc(/C=C(/C(=O)Nc2ccccc2C(=O)NC(C)C)c2ccccc2)cc1
  -24	38
- Cc1cc(C)nc(N2CCC(C(=O)NCC3CCCCC3)CC2)n1
  -62	29
- Cc1ccc2cc(CN(CCN3CCOCC3)Cc3nnnn3Cc3ccco3)c(=O)[nH]c2c1C
  -65	32
- CC(=O)Nc1cccc(C(=O)NC(C)c2ccc(S(N)(=O)=O)cc2)c1 (stereo not drawn)
  -4	22
- Cc1ccc(C)c(-n2c(N)c(C(N)=O)sc2=S)c1
  -41	48
- CCCC(=O)NCCc1cc2c(C)ccc(C)c2[nH]c1=O
  i	297
- CCOC(=O)c1c(C)oc2c1c(C=NCC1CCCO1)c(O)c1ccccc12 (stereo not drawn)
  -2	39
- CCCCOC(=O)C(C)Oc1ccc(=O)n(-c2ccccc2)n1 (stereo not drawn)
  -2	42
- O=C(OCc1ccc2c(c1)OCO2)c1ccc(S(=O)(=O)N2CCCC2)cc1
  21	14
- O=C1c2ccccc2C(=O)N1CCn1c(=O)oc2ccccc21
  1	19
- Cc1cc(C)nc(N(C#N)CCOc2ccccc2)n1
  -30	22
- O=C(CSc1nnc(C2CC2)n1-c1ccccc1)NCCc1ccc(F)cc1
  -60	32
- Cc1ccc(C(=O)NCCc2csc(-c3cccnc3)n2)cc1
  36	31
- COc1ccc(C(=O)Nc2c(Cl)cc(Cl)cc2C(=O)NCCN2CCOCC2)cc1
  13	15
- O=C(N1CCOCC1)N1CCN(c2ccccc2)CC1
  34	26
- CCCc1nc2ccccc2n1CCOC
  0	31
- CN1CCN(C(=O)C2(NC(=O)Nc3cccc(F)c3)CCCCC2)CC1
  -25	25
- Cn1c(Cc2csc(N)n2)nnc1SC/C=C/c1ccccc1
  -4	17
- Cc1ccc(NC2=NCC(=O)N2CCc2ccccc2)cc1C
  -59	63
- Clc1ccccc1CSc1nc2ccncc2[nH]1
  38	25
- Cn1nc(CC(=O)N2CCN(c3ccccc3)CC2)c2ccccc2c1=O
  66	6.5

For convenience, part of the list above.
Fields: mHtt clearance	mHtt clearance grain fraction
- Clc1ccccc1CSc1nc2ccncc2[nH]1
  38	25
- Cn1nc(CC(=O)N2CCN(c3ccccc3)CC2)c2ccccc2c1=O
  66	6.5

Continuation:
Fields: mHtt clearance	mHtt clearance grain fraction
- O=S(=O)(c1ccc(N2CCN(c3ccc(F)cc3)CC2)cc1)N1CCCC1
  10	30
- CCOc1ccc(C(=O)Nc2ccccc2N2CCCC2)cc1
  44	24
- CCn1c(SCC(=O)Nc2ccccc2)nnc1-c1ccc(S(=O)(=O)N2CCOCC2)cc1
  -58	33
- CCC(C)(C)NC(=O)C(c1ccccc1)N(Cc1cccs1)C(=O)Cn1nnc2ccccc21 (stereo not drawn)
  64	6.3
- O=C1CC(C(=O)NCc2ccccc2)N=C(N2CCCCC2)N1 (stereo not drawn)
  44	9.1
- COC(=O)c1ccc(C2C(C(C)=O)=C(O)C(=O)N2CCO)cc1 (stereo not drawn)
  54	17
- OC(COc1ccc(OCc2ccccc2)cc1)CN1CCOCC1 (stereo not drawn)
  16	17
- CC(=O)N1CCN(Cc2nc3cc(NC(=O)c4ccc(Cl)cc4)ccc3n2C)CC1
  -39	28
- Cc1occc1C(=O)N1N=C(C2CC2)CC1(O)C(F)(F)F (stereo not drawn)
  32	26
- CCn1c(SCc2nc3ccccc3c(=O)[nH]2)nc2ccccc2c1=O
  20	14

3 entries drawn at random from the list so far, as already listed:
Fields: mHtt clearance	mHtt clearance grain fraction
- CCC(C)(C)NC(=O)C(c1ccccc1)N(Cc1cccs1)C(=O)Cn1nnc2ccccc21 (stereo not drawn)
  64	6.3
- Cc1occc1C(=O)N1N=C(C2CC2)CC1(O)C(F)(F)F (stereo not drawn)
  32	26
- OC(COc1ccc(OCc2ccccc2)cc1)CN1CCOCC1 (stereo not drawn)
  16	17

(next part)
Fields: mHtt clearance	mHtt clearance grain fraction
- COc1ccc(-n2c(Cc3cccn3C)nnc2SCC(=O)NCCc2ccccc2)cc1
  11	38
- COc1ccccc1NC(=O)c1c(C)cc(=O)oc1C
  -13	48
- COCCNC(=O)c1csc2c1CCCC2
  -24	43
- CCOC(=O)c1c(-c2ccc(C)o2)csc1NC(=O)CN1CCOCC1
  -20	27
- COCCCn1c(=O)c2ccccc2c2ccccc2c1=O
  -14	42
- COc1ccc(C(=O)NCCn2cc(SCC(=O)NCc3ccco3)c3ccccc32)cc1
  25	30
- CCOc1ccccc1NC(=O)COc1cccc(-n2cnnn2)c1
  53	16
- Cc1cccc(NC(=O)CC2NC3CCCCC3NC2=O)c1 (stereo not drawn)
  -63	56
- COc1ccccc1NC(=O)CSc1nc(O)cc(=O)n1C
  -54	30
